Compound activity: PubChem, National Center for Advancing Translational Sciences (NCATS)
RORgamma inh: inhibitors of mouse ROR gamma transcriptional activity | Drosophila S2 Gal4-RORgamma UAS-luciferase reporter, 20 h | Potency, µM (doses to about 53.6 µM), without a hit: top-dose activity change, negative = inhibition, actives largely listed as inhibitors | hit rate 5.4% among 310,000; further: potency means the concentration at half of the fitted maximal effect; on the % scale 0 is the no-effect control and ±100 the full control effect; nearly all actives have a fitted effect of over 60% in size
Target sequence (P51450 whole entry, looked up, the tested form may be a part): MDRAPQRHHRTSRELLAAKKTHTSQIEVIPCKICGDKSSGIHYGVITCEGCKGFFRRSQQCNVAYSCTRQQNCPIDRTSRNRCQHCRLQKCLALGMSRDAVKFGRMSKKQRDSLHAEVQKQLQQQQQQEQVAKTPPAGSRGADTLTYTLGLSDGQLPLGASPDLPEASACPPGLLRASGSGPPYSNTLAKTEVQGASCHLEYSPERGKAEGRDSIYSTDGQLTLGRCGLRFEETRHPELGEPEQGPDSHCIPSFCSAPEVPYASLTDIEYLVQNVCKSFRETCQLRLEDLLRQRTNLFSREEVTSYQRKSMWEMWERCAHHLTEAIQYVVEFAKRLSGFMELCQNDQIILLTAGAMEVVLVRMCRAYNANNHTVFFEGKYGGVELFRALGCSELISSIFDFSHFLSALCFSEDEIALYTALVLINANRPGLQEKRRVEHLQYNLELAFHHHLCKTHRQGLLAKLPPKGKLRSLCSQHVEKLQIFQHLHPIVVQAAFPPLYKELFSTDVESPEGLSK
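Compounds are pin-transferred onto Drosophila Schneider cells expressing a copper-inducible Gal4–ROR gamma transactivation domain fusion. After 1 hr, copper sulfate is added to 700 uM final; luciferase is read 20 hr later.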
NPC1 promoter act: NPC1 promoter activation. Huh7 NPC1 promoter luciferase reporter, 24 h. Potency, µM (top dose mostly 9.22 µM), for the others: top-dose activation, most hits filed as activators. hit rate 2.4% among 320,000. AID 485313;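 further: potency means the concentration at half of the fitted maximal effect; % of control where 0% means no effect; nearly all actives have a fitted effect of over 60% in size; reporter is driven by a mutant NPC1 promoter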
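Huh7 reporter cells (NPC1 promoter driving luciferase) are dosed with compound for 24 h at 37 °C, 5% CO2; luciferase detection reagent is then added and luminescence measured after 10 min at ambient temperature.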
Menin MLL FP TR: inhibitors of human menin-MLL interaction, mutant MLL peptide; O00255; Menin + Texas Red MLL mutant peptide, fluorescence polarization; Potency, µM (doses to about 61.6 µM), inactives show at the highest dose FP activity change, negative = inhibition, hits mostly inhibitors; hit rate 0.23% among 270,000; active means well fitted inhibition curve with a large enough effect in the polarisation, with a control signal flat, not every such curve was filed as active; inconclusive means small, poorly fitted or top-dose-only effect, or effect the other way, or a change in a side signal; inactive means no such curve, though single readings can be large or run the other way; the % refers to the polarisation; further: potency means the concentration at half of the fitted maximal effect; % of control where 0% means no effect; many of its hits are not listed in these tables
Target sequence (O00255 whole entry, looked up): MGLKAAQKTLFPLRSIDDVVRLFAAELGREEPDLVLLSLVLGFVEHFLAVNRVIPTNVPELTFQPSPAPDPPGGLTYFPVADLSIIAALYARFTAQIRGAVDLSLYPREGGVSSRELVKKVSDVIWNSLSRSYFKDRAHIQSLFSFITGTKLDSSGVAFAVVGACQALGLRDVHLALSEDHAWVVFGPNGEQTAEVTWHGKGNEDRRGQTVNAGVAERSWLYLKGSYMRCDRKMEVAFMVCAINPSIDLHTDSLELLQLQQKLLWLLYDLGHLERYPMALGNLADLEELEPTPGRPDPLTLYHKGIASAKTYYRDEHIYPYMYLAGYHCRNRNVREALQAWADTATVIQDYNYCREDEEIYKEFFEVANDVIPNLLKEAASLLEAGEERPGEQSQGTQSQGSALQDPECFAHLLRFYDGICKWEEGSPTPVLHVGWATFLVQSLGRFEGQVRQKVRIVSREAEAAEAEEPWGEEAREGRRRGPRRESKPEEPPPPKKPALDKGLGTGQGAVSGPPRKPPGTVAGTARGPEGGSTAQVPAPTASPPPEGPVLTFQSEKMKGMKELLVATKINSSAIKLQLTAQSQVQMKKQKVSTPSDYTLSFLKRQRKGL
KCNH2 3.1 inh: blocks the human KCNH2 3.1 channel isoform; U2OS KCNH2 3.1, thallium flux FluxOr; stronger effect = lower value; AID 720553; activity change, % (tested at about 1.8 µM); hit rate 0.95% among 340,000;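 active means maximum activity change below -70%; inconclusive means maximum activity change from -70% to -50%; inactive means maximum activity change above -50%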;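 further: thallium influx rate constant from kinetic fluorescence after stimulation buffer; on the % scale 0 is the no-effect control and ±100 the full control effect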
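FluxOr-based Tl+ influx in U2OS cells transduced with KCNH2 3.1 virus; rate constants normalized to DMSO controls.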
Gal4-VP16 FLuc: Gal4-VP16 reporter inhibition counter-screen; Potency, µM (series often up to 53.6 µM), without a hit: at the highest dose activity, negative = inhibition, usual class: inhibitors; AID 2546; Drosophila S2 Gal4-VP16 UAS-luciferase, luminescence, 20 h; hit rate 3.5% among 310,000;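 further: Gal4-VP16 expression switched on by copper sulfate through the metallothionein promoter; potency means the concentration at half of the fitted maximal effect; on the % scale 0 is the no-effect control and ±100 the full control effect; nearly all actives have a fitted effect of over 50% in size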
ELG1 repair inh: blocks ELG1-dependent DNA repair in HEK293T cells. HEK293T ELG1-luciferase reporter, luminescence, 16 h; DNA damage induced by 5-fluorouridine. Potency, µM (top dose mostly 46.1 µM), for the others: at the highest dose activity change, negative = inhibition, hits mostly inhibitors. hit rate 2.3% among 330,000; further: potency means the concentration at half of the fitted maximal effect; on the % scale 0 is the no-effect control and ±100 the full control effect; nearly all actives have a fitted effect of over 55% in size
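Luminescence from the luciferase reporter, measured 30 min after ONE-Glo reagent at room temperature, was the read-out. Beforehand, 2,000 cells per well were exposed for 16 hr at 37 °C to 5-fluorouridine together with compound or vehicle.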
Mito fusion yeast: blocks mitochondrial division or promotes mitochondrial fusion; AID 485298; Potency, µM (top dose mostly 46.1 µM), inactives show at the highest dose growth rescue (activation), most hits filed as activators; S. cerevisiae fusion-defective mutant growth rescue, CellTiterGlo 48 h; hit rate 0.23% among 320,000;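 further: potency means the concentration at half of the fitted maximal effect; % of control where 0% means no effect; nearly all actives have a fitted effect of over 45% in size; temperature-sensitive fusion mutants such as fzo1-1 at 37 °C on non-fermentable ethanol glycerol medium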
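Read-out: ATP-based luminescence (CellTiterGlo, 10 min ambient) reporting growth of fusion-defective ts yeast after 48 hours at 37C on glycerol/ethanol YPEG medium in the presence of compound.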
MBNL1-CUG inh: blocks human MBNL1 binding to CUG repeat RNA; Potency, µM (series often up to 57.5 µM), inactives show at the top dose activity change, negative = inhibition, usual class: inhibitors; hit rate 0.036% among 280,000; TR-FRET MBNL1-His/biotin-(CUG)12 binding, 665/545 ratio; AID 2675; active means well fitted inhibition curve with a large enough effect in the signal ratio, with a control signal flat, not every such curve was filed as active; inconclusive means small, poorly fitted or top-dose-only effect, or effect the other way, or a change in a side signal; inactive means no such curve, though single readings can be large or run the other way; the % refers to the signal ratio; further: potency means the concentration at half of the fitted maximal effect; on the % scale 0 is the no-effect control and ±100 the full control effect
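His-tagged MBNL1 binding to biotinylated (CUG)12 RNA was measured by TR-FRET using terbium anti-His antibody (0.055 ng/ul final) and streptavidin-XL665 (5 nM final). Compounds were titrated 92 nM to 58 uM; 60 min at room temperature.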
PKM2 act: increases activity of human pyruvate kinase M2 | AID 1631 | Potency, µM (titrated, usually from 57.5 µM), for inactives: top-dose activation, usual class: activators | P14618 | purified PKM2, Kinase-Glo ATP luminescence, activation; response scale: 0% is enzyme alone, no compound | hit rate 0.34% among 260,000; further: potency means the concentration at half of the fitted maximal effect; on the % scale 0 is the no-effect control and ±100 the full control effect; nearly all actives have a fitted effect of over 55% in size
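Purified hPK-M2 (>95% pure) converted ADP (0.1 mM final) to ATP with 0.5 mM PEP in 50 mM imidazole pH7.2, KCl, MgCl2, Tween 20, BSA; 1 h at room temperature. ATP detected by Kinase-Glo luminescence.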
Rab9 prom act: activators of Rab9 promoter; Huh7 Rab9 promoter-luciferase reporter, luminescence, 24 h; Potency, µM (doses to about 9.22 µM), inactives show at the top dose activation, negative = inhibition, usual class: activators; hit rate 2.8% among 320,000; AID 485297; further: potency means the concentration at half of the fitted maximal effect; % of control where 0% means no effect; nearly all actives have a fitted effect of over 60% in size
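Huh7 reporter line, Rab9 promoter upstream of luciferase. Compound exposure 24 h at 37 °C in reduced-serum medium with 10% FBS. Read-out: luminescence.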
FLuc modulator: firefly luciferase modulation, counter-screen for miR-21 project. AID 588342. hit rate 6.9% among 360,000. purified FLuc, Km substrates, luminescence inhibition. Potency, µM (top dose mostly 57.5 µM), for the others: at the highest dose activity change, negative = inhibition, usual class: inhibitors;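 further: potency means the concentration at half of the fitted maximal effect; plate controls were vehicle for no effect and reference inhibitor for full effect; nearly all actives have a fitted effect of over 55% in size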
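Purified P. pyralis luciferase, 10 nM final, with Km-level 10 uM D-luciferin and 10 uM ATP in 50 mM Tris acetate pH 7.5, 10 mM Mg acetate, 0.01% Tween-20, 0.05% BSA; 6-point qHTS titration about 60 µM downward; luminescence read.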
* = called active by the depositor; ? = inconclusive; / = no result given; & = joins results of further samples; [ ] = another dose, or the depositor's remark. Unless noted, the call rests on the fitted dose curve; in most records, active means well fitted curve in the direction sought with a large enough effect; inconclusive means small, poorly fitted or top-dose-only effect, or another doubt; inactive means no such curve, though single readings can be large; an effect the other way counts as inactive or inconclusive. This is a subset; count on the stated rates, not on these rows.

SMILES	RORgamma inh	NPC1 promoter act	Menin MLL FP TR	KCNH2 3.1 inh	Gal4-VP16 FLuc	ELG1 repair inh	Mito fusion yeast	MBNL1-CUG inh	PKM2 act	Rab9 prom act	FLuc modulator
CCNS(=O)(=O)c1ccc2nc(NC(=O)c3cccnc3)sc2c1	20%	24%	-1%	-2	-4%	7%	-1%	1%	-5%	?	21µM*
Cc1ccnc(N2CCC(C(=O)NNC(=O)c3ccncc3)CC2)n1	-31%	-2%	-15%	-13	-16%	-1%	0%	-8%	6%	-10%	3%
O=C(NC(=S)Nc1ccc(C(=O)N2CCOCC2)cc1)c1ccc([N+](=O)[O-])cc1	27%	-6%	?	8	-2%	-16%	-5%	?	22%	-1%	5%
CCOC(=O)/C(C#N)=C/c1c(Oc2cc(C)cc(C)c2)nc2ccccn2c1=O	0%	4%	-3%	-14	?	15%	1%	?	-3%	13%	-1%
C=C(C)CCC(C)N1CCC(n2nccc2NC(=O)CCOc2ccccc2)CC1 (centres undefined)	11%	3%	/	/	1%	10%	-2%	-3%	-4%	9%	0%
COc1ccccc1/C=C/C=N/NC(=O)c1cc(-c2ccc(C)o2)[nH]n1	13µM*	1%	/	1	?	?	-4%	?	7%	0%	15µM*
O=C(c1cccnc1Nc1ccc2c(c1)CCC2)N1CCOCC1	3%	-3%	-8%	-13	11%	28%	2%	2%	-3%	12%	4%
CC/C(O)=C1\C(=O)CC(c2ccccc2)CC1=NCCc1c(C)[nH]c2ccc(C)cc12 (centres undefined)	-6%	-6%	2%	-12	-6%	?	14%	7%	2%	-4%	?
COc1cc(/C=C/c2nc3ccccc3c(=O)[nH]2)ccc1OC(F)F	2%	5µM*	38%[activator]	-2	0%	?	7%	2%	/	?	?
CC1(C)CSC(=S)N1S(=O)(=O)c1ccccc1	?	-4%	9%	14	13%	0%	8%	3%	5%	1%	-1%
CCc1ccccc1NC1=NCC(=O)N1Cc1ccc(OC)cc1	9%	-2%	-1%	9	6%	10%	6%	-7%	4%	9%	1%
CCOc1ccc(C2N(c3cc(Cl)ccc3OC)C(=O)C3CCCN32)cc1OC (centres undefined)	11%	2%	-2%[11.7 µM]	-3	11%	12%	-4%	14%	5%	-5%	0%
Nc1c(C(=O)O)cnc2nc(N3CCOCC3)nn12	-3%	0%	9%	-2	-5%	-9%	1%	4%	2%	1%	0%
COC(=O)CN1C(C)=Nc2ccc(Br)cc2C1c1ccccc1 (centres undefined)	-16%	1%	10%	-23	2%[0.365 µM]	20%	-2%	-16%	-6%	-5%	4%
COCCNC(=S)NNC(=O)c1ccc(-n2cnnn2)cc1	-4%	-2%	0%	2	-13%	12%	3%	0%	-4%	-1%	0%
COC(=O)[C@H](CC(C)C)NC(=O)NCc1ccc(Cl)cc1	-1%	0%	/	-1	5%	?	3%	-6%	-4%	-5%	-1%
COc1cccc(/C=C2\SC(N)=NC2=O)c1OS(=O)(=O)c1ccccc1	-6%	-1%	?	10	-4%	8%	0%	0%	-6%	-3%	-1%
CC(C)(C)c1ccc(C(CC(=O)O)NC(=O)c2ccccc2F)cc1 (centres undefined)	2%	-2%	-3%	0	-3%	15%	1%	-16%	0%	-7%	-18%
Cc1ccc2oc(=O)c3cnn(CC(=O)NC4CCC(C)CC4)c3c2c1 (centres undefined)	3%	-4%	-2%	-5	1%	1%	2%	1%	0%	0%	10%
Cc1[nH]c2ccc(Br)cc2c(=O)c1CN1CCCCCC1	-10%	-3%	-21%	-2	-8%	4%	7%	-8%	/	-3%[1.84 µM]	3%
CC(C)COc1ccc(C(=O)N(CC(=O)Nc2ccccc2C(F)(F)F)Cc2ccco2)cc1	/	-2%	/	1	/	-21%	?	/	/	-3%	6%
COc1ccc(-c2nc3c(c(=O)c4ccccc4n3C)c(=O)n2Cc2ccccc2)cc1	17%	-2%	?	-11	-7%	1%	-5%	?	-1%	2%	-2%
CC(C)c1cc(C(=O)OCC(=O)N2CCN(C(=O)c3ccco3)CC2)c(O)c(C(C)C)c1	?	-24%	/	-1	?	5%	-3%	-3%	1%	-36%[inhibitor]	-1%
COCC(=O)Nc1nc2n(n1)C(c1ccc(Cl)cc1)CC(c1ccc(OC)cc1)N2 (centres undefined)	-18%	0%	-10%[11.7 µM]	-25	2%	-24%	0%	1%	21%	0%	-8%
O=C1CCCC(O)=C1N=Nc1ccc2c(c1)OCO2	10%	?	-23%	11	-10%	?	-4%	?	-11%	3.2µM*	9.5µM*
Cc1[nH]c(C)c(S(=O)(=O)N2CCCCC2)c1C(=O)N1CCCCC1	-1%	-3%	-14%	-1	-2%	-1%	1%	1%	/	-2%	1%
COc1ccc2nc(NC(=O)Cc3cccs3)sc2c1	?	2.8µM*	?	-3	9%	?	4%	-1%	12%	2.8µM*	12µM*
COC(=O)C1=C(C)N(Cc2ccccc2)C(=NCc2cc(OC)c(OC)c(OC)c2)N[C@H]1c1ccc(Br)cc1	37%	-1%	4%	-86*	-8%	6%	-1%	-5%	-3%	-3%	1%
CCN(C1CCCCC1)S(=O)(=O)CCNC(=O)c1ccc2c(c1)OCO2	/	-3%	/	?	/	-18%	1%	/	/	-1%	2%
O=C(O)C1CCCN1S(=O)(=O)c1ccc(Br)cc1 (centres undefined)	6%	-1%	-13%	1	2%	7%	6%	-7%	/	-1%	-3%
C[C@]12CC[C@@H]3c4ccc(OS(=O)(=O)O)cc4CC[C@H]3[C@@H]1CCC2=O	-1%	-1%&0%	6%	4&8	-8%	-1%&21%	-1%&-1%	15%	3%	1%&7%	?
CCOc1ccc(CCNC(=O)c2ccc(NC3=NC4CS(=O)(=O)CC4S3)cc2)cc1 (centres undefined)	-17%	-3%	/	1	-1%	-7%	0%	0%	/	4%	6%
COc1ccccc1-n1cc(C(=O)NCC(=O)NCc2ccc(F)cc2)c2ccccc2c1=O	-2%	-5%	10%	3	-9%	-2%	-20%	-1%	/	1%	1%
COc1ccc(-n2c(=O)c(CCC(=O)N3CCN(c4ccccc4O)CC3)nc3ccccc32)cc1	/	0%	/	-2	/	?	2%	/	/	-2%	3%
CCCC(=O)c1c[nH]c(C(=O)NCc2cccnc2)c1	-1%	0%	13%	2	2%[10 µM]	0%	4%	-8%	2%	-14%	-2%
CCC1CCc2c(sc(NC(=O)C3CC=CCC3C(=O)O)c2C#N)C1 (centres undefined)	17%	1%	-2%	-17	-4%	-2%	7%	0%	-22%	-1%	?
COc1cc(OC)c(CN2CCCCCCC2)cc1Br	18%	-1%	-1%	6	13%	-9%	-2%	-1%	-1%	-3%	1%
CCCC(c1nnnn1Cc1ccco1)N1CCN(c2cc(Cl)ccc2C)CC1 (centres undefined)	-45%	1%	-9%	-8	3%	0%	-1%	-2%	-4%	10%	-2%
COc1ccc(S(=O)(=O)N2CCN(C(=O)CSC(=S)N3CCCC3)CC2)cc1	/	-5%	/	20	/	6%	5%	/	/	3%	0%
O=C(c1ccco1)N1CCCN(Cc2nc(Cc3ccccc3)no2)CC1	26%	0%	-18%	-3	-5%	-3%	-4%	-11%	3%	0%	1%
N/C(=N\OC(=O)CC1CCCCC1)c1cccc([N+](=O)[O-])c1	-1%	-1%	4%	5	-8%	17%	2%	?	7%	-4%	6µM*
O=C(CN1C(=O)c2ccccc2C1=O)Nc1ccccc1C(F)(F)F	-30%	-2%	?	20	8%	-12%	-1%	14%	1%[11.5 µM]	5%	0%
CN1N=C(C(=O)N2CCCC(N3CCN(c4ccc(F)cc4)CC3)C2)CCC1=O (centres undefined)	-9%	2%	/	10	1%	1%	-2%	-2%	-7%	1%	0%
CN(C)C(=O)c1nc2ccc(Cl)cn2c1CNCc1cccc(OC(F)(F)F)c1	38%	-1%	/	15	-4%	?	9%	-3%	2%	-2%	5%
CCOc1ccc(NC(=O)CN2CC(c3ccccc3)CC2=O)cc1 (centres undefined)	?	-2%	-3%	11	10%	24%	0%	?	5%	-2%	-2%
Cc1ccc(N(Cc2cc3ccc(C)cc3[nH]c2=O)S(C)(=O)=O)c(C)c1	27%	-4%	/	8	3%	0%	5%	-1%	22µM*	-3%	3%
